Screening results deposited in PubChem by several laboratories.
S1P3 antagonist: S1P3 (human) receptor antagonism; Q99500; CHO S1P3 NFAT-BLA reporter, FRET fluorescence, antagonist mode; inhibition, % at 4.98 µM; hit rate 0.27% among 170,000; AID 485;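 active means inhibition above the plate cutoff, the mean inhibition of test wells on that plate plus 3 SD, cut at about 28% in these data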;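 further: cells challenged with S1P at its EC80 of 0.8 µM; blue over green emission ratio from cleaved BLA substrate after 4 h stimulation; 0% = S1P-stimulated wells and 100% = unstimulated DMSO-only wells; some compounds past the cut are filed as inactive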
Target sequence (Q99500 whole entry, looked up): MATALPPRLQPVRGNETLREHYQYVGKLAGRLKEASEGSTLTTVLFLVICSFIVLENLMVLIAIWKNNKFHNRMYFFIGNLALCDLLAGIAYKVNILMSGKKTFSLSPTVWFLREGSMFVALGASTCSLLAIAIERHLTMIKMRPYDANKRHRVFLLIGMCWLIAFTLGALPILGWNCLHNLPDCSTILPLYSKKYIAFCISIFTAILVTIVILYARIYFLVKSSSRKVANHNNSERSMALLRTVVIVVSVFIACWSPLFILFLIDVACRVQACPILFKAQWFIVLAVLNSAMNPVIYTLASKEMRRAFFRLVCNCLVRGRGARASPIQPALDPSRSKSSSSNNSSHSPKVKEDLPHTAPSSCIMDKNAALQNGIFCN
PPARg SRC2 recr: agonists of SRC-2 recruitment by human PPARgamma; PPARgamma LBD-SRC-2 recruitment, biochemical; P37231; activation, % at 8 µM; hit rate 0.34% among 200,000; in the data active means activation above about 22%;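 further: 0% = vehicle and 100% = reference agonist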
Target sequence (P37231 whole entry, looked up, the tested form may be a part): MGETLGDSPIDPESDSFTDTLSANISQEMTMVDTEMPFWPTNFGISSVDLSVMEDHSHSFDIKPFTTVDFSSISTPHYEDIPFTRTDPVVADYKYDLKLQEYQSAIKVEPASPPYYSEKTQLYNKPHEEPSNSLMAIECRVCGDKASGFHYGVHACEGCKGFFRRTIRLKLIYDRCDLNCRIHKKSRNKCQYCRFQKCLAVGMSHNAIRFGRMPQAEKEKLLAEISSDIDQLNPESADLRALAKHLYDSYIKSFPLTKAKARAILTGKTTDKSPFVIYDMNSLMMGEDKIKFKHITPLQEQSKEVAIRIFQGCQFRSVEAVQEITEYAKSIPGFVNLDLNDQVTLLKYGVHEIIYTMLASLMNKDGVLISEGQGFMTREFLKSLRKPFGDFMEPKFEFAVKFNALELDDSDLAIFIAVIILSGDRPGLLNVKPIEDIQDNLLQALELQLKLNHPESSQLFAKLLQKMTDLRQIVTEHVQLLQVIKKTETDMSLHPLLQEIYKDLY
TLR4 MyD88 comp: blocks binding of human TLR4 to MyD88 | HeLa CL3-4 TLR4/MyD88 BLA complementation, FRET ratio | AID 861 | O00206+Q99836 | hit rate 0.18% among 200,000 | inhibition, % at 8.4 µM; in the data active means inhibition above about 25%;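 further: 0% = vehicle and 100% = reference inhibitor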
STAT3 act: activators of IL-6 induced STAT3 signaling; U3A cells, IL-6 STAT3-luciferase reporter, luminescence; 100% = signal with IL-6 EC80 alone; activation (% of control), % at 5.6 µM; hit rate 0.91% among 190,000;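 active means activation above the screen-wide mean of compound activation plus 3 SD, cut at about 130% in these data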;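 further: 0% = background luminescence of wells with medium and substrate only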
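system = STAT3-luciferase reporter U3A cells | reagent = IL-6 stimulus at 33 ng/mL final | timing = 1 h compound pre-exposure, 6 h IL-6 stimulation, 37 °C | measured by = luminescence | evaluation = % activation versus median of IL-6-stimulated wells | control set = IL-6-only wells as 100% reference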
PPARg SRC-3 ag: PPARgamma-driven SRC-3 recruitment agonism; hit rate 0.26% among 200,000; activation, % at 8 µM; biochemical PPARgamma/SRC-3 coactivator recruitment assay; P37231; in the data active means activation above about 23%;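 further: 0% = DMSO and 100% = reference agonist; some compounds past the cut are filed as inactive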
STAT3 blocker: reduces IL-6 driven STAT3 reporter signal | U3A cells, IL-6 STAT3-luciferase reporter, luminescence; host cell line lacks STAT1 | inhibition, % at 5.5 µM | hit rate 0.89% among 190,000;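 active means inhibition above the mean inhibition across all screened compounds plus 3 SD, cut at about 44% in these data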;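 further: 0% = DMSO only wells and 100% = 100 µM nifuroxazide control wells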
ROMK primary: modulators of human ROMK potassium channel. hit rate 2% among 130,000. B-score at 10 µM. Tet-inducible ROMK, thallium flux fluorescence; actives lie on both sides;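 active means signal ratio slope over the read window, or its plate-corrected B-score, at least 3 SD from the plate mean, either direction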;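 further: B-score of the F/F0 ratio slope over 7 to 12 s after thallium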
STAT1 inh: inhibitors of IFN-gamma induced STAT1 signaling | inhibition, % at 5.5 µM | hit rate 0.35% among 200,000 | NIH 3T3 STAT1-luciferase reporter, luminescence;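 active means inhibition above a set limit, the mean inhibition across all tested compounds plus 3 SD, cut at about 34% in these data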;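 further: 0% = IFN-gamma with DMSO and 100% = IFN-gamma with 300 µM nifuroxazide; values of inactives mirror those of a sister screen read the other way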
RAM inhibit: yeast RAM network inhibition | S. cerevisiae dse1pr::URA3 reporter, 5-FOA growth OD615, 2 d; analog-sensitive cbk1-as2 kinase mutant strain | inhibition, % at 50 µM | AID 868 | hit rate 1.8% among 190,000;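 active means inhibition above a set limit, 3 SD over mean compound inhibition, cut at about 8.4% in these data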;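 further: 0% = DMSO-only wells with no growth and 100% = 10 µM 1-NA-PP1 full growth; inhibition rescues growth on 5-FOA so higher OD means more RAM inhibition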
PPARg SRC1 recr: promotes SRC-1 coactivator recruitment by human PPARgamma. activation, % at 8 µM. hit rate 0.41% among 200,000. AID 631. PPARgamma-SRC-1 coactivator recruitment biochemical assay; in the data active means activation above about 19%;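 further: 0% = DMSO and 100% = reference agonist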
TR-FRET SRC-2 ct: flags TR-FRET format artefacts in PPARgamma SRC-2 recruitment agonist screen | TR-FRET ratio at 8 µM | TR-FRET artefact counter-screen; active compounds read high | hit rate 0.4% among 200,000; in the data active means TR-FRET ratio above about 2000; further: inactives centre near 1500
* = called active by the depositor; x = not tested or not shown.

Each structure is followed by: S1P3 antagonist, PPARg SRC2 recr, TLR4 MyD88 comp, STAT3 act, PPARg SRC-3 ag, STAT3 blocker, ROMK primary, STAT1 inh, RAM inhibit, PPARg SRC1 recr, TR-FRET SRC-2 ct
CC(C)CC(=O)CC1(O)C(=O)Nc2ccccc21 (configuration not stated)
  -7, 1, -10, 98, 2, 3, 0.41, -4, 1.2, 5, 1599
Cc1cccn2c(CNCCCOc3cccnc3)c(C(=O)N3CCOCC3)nc12
  -5, 12, 1, 103, 10, 3, 0.29, -7, 0.6, 4, 1697
COc1cccc(CNC(=O)Cn2nc(-c3ccc(Cl)cc3)ccc2=O)c1
  x, -2, 1, 99, 1, 10, x, 3, 1.2, 3, 1553
O=C(COC(=O)Cc1ccccc1F)Nc1ccc2c(c1)OCO2
  14, 3, -4, 95, -1, 12, -0.12, 5, -0.5, 1, 1761
O=C(Cc1csc(NC(=O)c2ccccc2)n1)NO
  2, 5, -27, 87, 2, 24, -0.27, 22, 1.7, 4, 1610
COc1cc(NC(=O)c2cccs2)c(C(=O)OCC(=O)c2cc(C)n(-c3ccccc3)c2C)cc1OC
  -3, 6, -1, 42, 6, 70*, 0.35, 36*, 3.8, 1, 1704
COc1ccc(C2C(CC(=O)O)=C(O)C(=O)N2c2ccccc2)cc1 (configuration not stated)
  4, 8, -4, 102, 7, -2, 0.17, -6, 0.5, 0, 1380
CCOc1ccc(-c2cc(CCCC(=O)NCc3ccco3)no2)cc1
  -4, -2, 3, 91, 1, 12, x, 7, 2.3, -5, 1486
CC(C)(C)C(=O)COC(=O)c1cc(-c2ccncc2)nc2ccccc12
  -9, 7, 0, 103, 5, -4, -2, 0, -0.5, -6, 1445
CCCCC(CC)C(=O)Nc1ccc(Cl)cn1 (configuration not stated)
  36, 4, -2, 106, 3, -2, 0.68, 5, 0.0, -2, 1550
CCCc1cc(=O)oc2cc(OCC(=O)Nc3ccc4c(c3)OCCO4)ccc12
  x, 7, 9, 103, -12, 3, 0.78, -6, 3.2, -4, 1360
CN(CCN1CCOCC1)Cc1nc(-c2cccs2)no1
  -6, 2, -4, 103, 1, 1, 0.058, -16, 1.2, 1, 1723
COc1ccc([N+](=O)[O-])cc1N(CC(=O)N1CCCCC1)S(C)(=O)=O
  12, -2, -17, 92, 5, 14, 0.35, -3, 1.4, 9, 1639
O=C(c1cccnc1)c1cccnc1
  10, 0, 5, 103, -2, -6, 0.74, 8, 0.3, -6, 1694
O=C(Nc1ccccn1)c1cccc(S(=O)(=O)N2CCOCC2)c1
  -1, -7, -5, 100, -2, 4, x, 3, 3.2, -7, 1484
CCOC(=O)c1oc2c(O)c(O)ccc2c(=O)c1-c1nncn1-c1ccccc1
  15, 9, -4, 107, -2, -8, x, -3, 2.6, 2, 1629
CC(C)N(c1ccccc1)c1ccc(NC(=S)NCCN(C)C)cc1
  7, 4, 1, 100, 1, -1, -2.9, 8, 1.9, 9, 1252
O=C(Nc1cccc(S(=O)(=O)N2CCCC2)c1)c1ccc2ccccc2n1
  -3, 1, 2, 76, -2, 31, 0.34, 11, 1.8, 6, 1489
O=C(CN(C(=O)CCC(=O)Nc1nccs1)c1ccc(F)cc1)NCC1CCCO1 (configuration not stated)
  -13, 0, -13, 96, 2, 14, x, -4, -0.8, 3, 1695
COCN(C#N)c1nc(OC)nc(OC)n1
  -20, -4, 11, 95, -1, 12, x, 2, -0.5, -8, 1599
CC(=O)C1=C(C)N(c2ccccc2)C(=O)C1(NS(=O)(=O)c1ccc(N)cc1)C(F)(F)F (configuration not stated)
  -1, 6, -9, 100, 5, 10, -0.39, -2, 7.3, 6, 1450
O=C(NC1CC1)C1=C[C@@H](c2csc3ccccc23)C[C@@H](OCc2ccc(CO)cc2)O1
  -12, 8, -5, x, 3, x, x, 2, 1.3, 8, 1443
COC(=O)C1=C(C)N(C)C(=O)NC1c1cc(Cl)c(O)c(OC)c1 (configuration not stated)
  x, 0, 14, 93, 4, 6, 0.24, 6, -0.8, 13, 1451
CCOC(=O)C(Cc1c[nH]c2ccccc12)NC(=O)c1ccco1 (configuration not stated)
  -19, 0, -2, 100, -2, 4, x, 2, 2.8, -1, 1453
CCN1CCN(c2oc(COc3ccc(-c4ccccc4)cc3)nc2C#N)CC1
  -20, 9, -11, 91, 12, 15, x, 3, -0.4, 4, 1585
Cc1cc2nc(CN(C)Cc3c(C(=O)N(C)C)nc4ccc(Cl)cn34)[nH]c2cc1C
  -6, -9, -3, 103, 0, -1, -0.16, -7, -1.0, -3, 1259
COc1ccc(C(=O)N/N=C(\c2ccccc2)c2ccccn2)cc1
  -1, 14, -16, 94, 0, 7, 0.73, -1, 2.1, 6, 1761
Cc1[nH]c2ccccc2c1/C=N/Nc1nncn1N
  8, 9, -11, 111, 6, -1, -0.4, -27, 1.1, 4, 1675
CC(=O)N(C)c1ccc(NC(=S)Nc2ccccc2)cc1
  x, -2, 8, 106, 2, 3, x, 5, 0.7, -3, 1464
O=C1CC(Sc2nnnn2-c2ccccc2)C(=O)N1c1cccc(Cl)c1 (configuration not stated)
  x, 9, 5, 89, -10, 16, x, 9, 1.8, 10, 1586
O=C(NCc1ccccc1)C1COc2ccccc2O1 (configuration not stated)
  x, -1, -2, 100, -2, 2, x, -10, 1.0, 1, 1418
CCCCOc1ccc(N=Cc2cccs2)cc1
  -9, -5, 1, 83, 1, 24, -0.36, -6, 3.1, 9, 1406
Cc1cc2c(cc1C)/C(=C\C(N)=O)NC(C)(C)C2
  -3, 0, 1, 112, 1, -10, 0.87, 8, -1.1, 0, 1692
COc1ccc(NC(=O)CSc2nc(N)c3cc4c(nc3n2)CCCC4)c(OC)c1
  x, -1, 0, 102, -5, 2, x, 2, 2.2, -6, 1534
CN(C(=O)c1coc(=O)c2ccccc12)c1ccccc1Cl
  4, -3, -5, 97, -2, 11, -0.45, -1, 0.7, 6, 1831
CC(OC(=O)c1cc2sccc2n1C)C(=O)NCc1ccc(F)cc1 (configuration not stated)
  x, 6, 12, 101, 0, 3, x, -3, 1.6, 1, 1591
O=C1CCCC2=C1C(c1ccsc1)CC(=O)N2c1ccccc1F (configuration not stated)
  -13, 1, 3, 104, 0, -3, -0.9, -13, 0.9, -1, 1558
CCOCC(=O)Nc1nnc(Cc2ccc(OC)cc2)s1
  x, 0, -5, 100, -15, 1, x, 2, -1.3, 0, 1496
COc1ccc2nc(Nc3nc(CSc4nnnn4-c4ccccc4)cc(=O)[nH]3)nc(C)c2c1
  x, 0, 0, 108, -4, -10, -0.048, 1, 3.8, 4, 1463
O=C(c1ccc2c(c1)OCCO2)N1CCN(Cc2ccccc2)CC1
  x, -1, -6, 107, -7, -3, x, 5, -0.3, 1, 1629
CC(C)Cn1c(=O)c2ccccc2n2c(SCC(=O)N3c4ccccc4CC3C)nnc12 (configuration not stated)
  1, -4, 12, 98, -1, -1, -0.37, 4, 3.4, -5, 1538
O=C(O)COc1ccccc1/C=N/Nc1ccc(S(=O)(=O)Nc2ccc(Cl)cc2)cc1[N+](=O)[O-]
  -7, 3, -5, 101, 2, 0, -0.087, -5, 4.6, 8, 1680
CCN1C(=O)CC(N2CCN(c3ccc(Cl)cc3)CC2)C1=O (configuration not stated)
  0, 2, -16, 96, -2, 10, x, -3, -0.6, -10, 1497
O=C(CSc1nc(-c2ccccc2)cc(=O)[nH]1)Nc1ccccn1
  3, 4, 4, 90, 7, 17, x, -4, 1.1, 11, 1521
Cc1ccc(SCc2cn3cccnc3n2)cc1
  x, 2, -7, 106, -8, -3, x, -17, -1.2, 10, 1432

Three of these compounds in another layout:
smiles	S1P3 antagonist	PPARg SRC2 recr	TLR4 MyD88 comp	STAT3 act	PPARg SRC-3 ag	STAT3 blocker	ROMK primary	STAT1 inh	RAM inhibit	PPARg SRC1 recr	TR-FRET SRC-2 ct
O=C(O)COc1ccccc1/C=N/Nc1ccc(S(=O)(=O)Nc2ccc(Cl)cc2)cc1[N+](=O)[O-]	-7	3	-5	101	2	0	-0.087	-5	4.6	8	1680
CCN1C(=O)CC(N2CCN(c3ccc(Cl)cc3)CC2)C1=O (configuration not stated)	0	2	-16	96	-2	10	x	-3	-0.6	-10	1497
O=C(CSc1nc(-c2ccccc2)cc(=O)[nH]1)Nc1ccccn1	3	4	4	90	7	17	x	-4	1.1	11	1521

Record cards, from the list above.
COc1ccc2nc(Nc3nc(CSc4nnnn4-c4ccccc4)cc(=O)[nH]3)nc(C)c2c1 is listed as S1P3 antagonist: x; PPARg SRC2 recr: 0; TLR4 MyD88 comp: 0; STAT3 act: 108; PPARg SRC-3 ag: -4; STAT3 blocker: -10; ROMK primary: -0.048; STAT1 inh: 1; RAM inhibit: 3.8; PPARg SRC1 recr: 4; TR-FRET SRC-2 ct: 1463
CCOCC(=O)Nc1nnc(Cc2ccc(OC)cc2)s1 is listed as S1P3 antagonist: x; PPARg SRC2 recr: 0; TLR4 MyD88 comp: -5; STAT3 act: 100; PPARg SRC-3 ag: -15; STAT3 blocker: 1; ROMK primary: x; STAT1 inh: 2; RAM inhibit: -1.3; PPARg SRC1 recr: 0; TR-FRET SRC-2 ct: 1496

Following part.
Each structure is followed by: S1P3 antagonist, PPARg SRC2 recr, TLR4 MyD88 comp, STAT3 act, PPARg SRC-3 ag, STAT3 blocker, ROMK primary, STAT1 inh, RAM inhibit, PPARg SRC1 recr, TR-FRET SRC-2 ct
CC(C)CNS(=O)(=O)c1cc(C(=O)OCC(=O)c2ccc3c(c2)OCCO3)c(Cl)cc1Cl
  -33, -3, -16, 101, -2, 0, 0.15, 6, 2.9, -1, 1804
CCCCN(CC)C(=O)C1CCC(=O)N(c2ccc(OC)cc2)C1c1ccc(OC)c(OC)c1 (configuration not stated)
  x, -6, 0, 102, -5, 5, 0.063, -1, x, 2, 1356
O=C(NNC(=S)Nc1ccccc1C(F)(F)F)c1ccc(Br)o1
  -14, -2, 0, 106, -2, 5, 0.71, -3, 1.8, -5, 1632
CCCN(CCC)S(=O)(=O)c1ccc(C(=O)NCc2ccc3c(c2)OCO3)cc1
  -4, -5, -7, 97, -2, 12, x, 8, 0.2, 11, 1664
Cc1cccc2cc(CN(C(=O)c3cccs3)c3ccccc3)c(=O)[nH]c12
  8, 11, -10, 98, 2, 2, 0.32, 2, 7.5, 10, 1727
COc1cc(-c2nnc(SCC(=O)Nc3cc(C)on3)n2C)cc(OC)c1O
  -5, -1, 6, 97, -3, 12, x, -8, 0.9, -1, 1427
CCOC(=O)C(C)Sc1ncc(-c2ccccc2)cn1 (configuration not stated)
  8, -6, 1, 96, 1, 8, 0.34, -8, 1.2, 0, 1669
O=C(C1=NN[C@@H]2C(=O)N(c3cccc(F)c3)C(=O)[C@H]12)C(c1ccccc1)c1ccccc1
  -8, -5, -19, 107, 7, -2, x, 5, 4.6, 4, 1452
Cc1cc(NC(=O)CCc2ccccc2)c([N+](=O)[O-])cc1C
  -13, 7, -8, 82, 0, 19, -0.17, -8, 1.6, -4, 1692
